M. tuberculosis – growth inhibition of non-replicating M. tuberculosis (AID 488890); 0.39% of 320,000 active; inhibition, % at 25 µM; hits with a dose series show IC50 in µM; Mycobacterium tuberculosis non-replicating, growth inhibition; higher % means a stronger effect; in the data active means a potency from the dose series; inconclusive means inhibition mostly from about 82% at the one dose, without a potency; inactive means the rest, 99 in 100 with inhibition below about 76%;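 further: plate controls were DMSO cells for no effect and high antibiotic wells for full effect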
VEEV TC-83 Vero – inhibitors of VEEV TC-83 cytopathic effect, confirmation, Vero cells (AID 588727). 0.13% of 350,000 active. inhibition, % at 20 µM; hits with a dose series show IC50 in µM. Vero cells, VEEV TC-83 cytopathic effect inhibition; higher % means a stronger effect; in the data active means a potency from the dose series; inconclusive means inhibition mostly from about 14% at the one dose, without a potency; inactive means the rest, 99 in 100 with inhibition below about 12%; further: strong numbers were not always called active
Salmonella PhoP GFP – PhoP regulon inhibitors, Salmonella typhi PhoP promoter GFP reporter, confirmatory (AID 1850) | inhibition, % at 50 µM; hits with a dose series show IC50 in µM | Salmonella Typhi PhoP-promoter GFP reporter, fluorescence, 4 h; higher % means a stronger effect | 0.33% of 310,000 active; in the data active means a potency from the dose series; inconclusive means inhibition mostly from about 25% at the one dose, without a potency; inactive means the rest, 99 in 100 with inhibition below about 19%;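 further: 0% = induced wells with vehicle and 100% = uninduced wells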
influenza NS1A – H1N1 influenza NS1A inhibitors, functional cell based assay (AID 504329). inhibition, % at 12.5 µM, or IC50 in µM where a hit was titrated. NS1A functional cell-based assay, percent inhibition; higher % means a stronger effect. 0.3% of 340,000 active; in the data active means a potency from the dose series; inconclusive means inhibition above about 27% without an active follow-up result; further: strong numbers were not always called active
M. tuberculosis HTS – M. tuberculosis growth inhibition, HTS (AID 449762). M. tuberculosis H37Rv growth inhibition, 7H9 media; higher % means a stronger effect. inhibition, % at 25 µM; hits with a dose series show IC50 in µM. 0.59% of 330,000 active; in the data active means a potency from the dose series; inconclusive means inhibition above about 70% without an active follow-up result;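 further: bacterial growth assessed after seven days of incubation; strong numbers were not always called active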
VEEV TC-83 Vero 10K pilot screen – recorded beside VEEV TC-83 Vero, whose call it bears; inhibition, %; measured here: 10K pilot screen inhibition
An asterisk follows results filed as active; i = inactive; ? = inconclusive; . = not tested or not shown.

SMILES	M. tuberculosis	VEEV TC-83 Vero	Salmonella PhoP GFP	influenza NS1A	M. tuberculosis HTS	others
c1ccc(Cc2nnc3sc(-c4cccnc4)nn23)cc1	27%	1.0%	-6%	28%	-1%
Cc1cc(Nc2ccccc2)n(C(=O)c2ccccc2)n1	-9%	1.5%	-4%	-2%	-7%
CCn1c(SCC(=O)Nc2nc(C)cs2)nnc1-c1ccoc1C	5%	7.8%	4%	2%	-5%	VEEV TC-83 Vero 10K pilot screen=1.8
COc1ccc(C(=O)NCc2nnc(SCC(=O)NC3CCCC3)o2)cc1	74%	2.9%	-8%	-1%	-6%
CCN(C(=O)CSc1cccc[n+]1[O-])C1CCCCC1	-4%	1.2%	.	-4%	3%
NC(=O)C1CCN(C(=O)OCc2ccccc2)CC1	3%	1.1%	-12%	-23%	-8%
COc1cc(OC)c(S(=O)(=O)NC(C)C)cc1C(=O)O	-8%	1.0%	-12%	-7%	-5%
COc1cc(/C=C/C(=O)OCC(=O)NC(=O)NC(C)C)cc(OC)c1OC	9%	5.4%	3%	-7%	12%
CC1(C)c2ccccc2C(=O)c2ccccc21	.	2.9%	.	-5%	.
CCNC(=S)Nc1cccc(S(=O)(=O)Nc2ccccc2OC)c1	66%	1.9%	27%	1%	-2%
CN1C(=O)C(O)(CC(=O)c2ccncc2)c2ccccc21 (stereo not drawn)	-16%	3.4%	12%	-19%	-8%
COc1ccc(-c2nc(CN3CCC(C(=O)N4CCc5ccccc54)CC3)c(C)o2)cc1OC	50%	8.9%	7%	8%	0%
O=C(CCCCCNC(=O)c1ccccc1)N/N=C/c1ccccc1	3%	0.1%	0%	-2%	0%
COc1ccc(/C=C/c2c(-c3ccc(OC)cc3)oc3cccnc23)cc1	17%	7.7%	-10%	-18%	-6%
Cc1ccc(-n2ncc3c(SCC(=O)Nc4cc(C)on4)ncnc32)c(C)c1	3%	1.6%	6%	-4%	-4%
CCCCn1c(-c2ccc(C(C)(C)C)cc2)nc2cc3[nH]c(=O)c(C(C)C)nc3cc21	36%	7.4%	-19%	-6%	100%
Cc1c(C(=O)c2ccc([N+](=O)[O-])cc2)c(=O)n(C)c(=O)n1C	-1%	0.5%	-7%	-19%	-3%
Cn1cnnc1SCC(=O)Nc1ccc(N2CCOCC2)cc1	5%	0.6%	-2%	2%	-5%
O=C(Nc1ccccc1)c1ccn[nH]1	-5%	2.1%	4%	14%	6%
Cc1nc2ccccn2c1C(=O)Nc1ccc(Cl)cc1	6%	1.1%	2%	-1%	13%	VEEV TC-83 Vero 10K pilot screen=1.8
Cc1ccc(S(=O)(=O)N(C)C)cc1NC(=O)C(C)OC(=O)C1CCC1 (stereo not drawn)	2%	0.3%	.	-4%	2%
COc1cnc(SC(C)C)[nH]c1=O	-31%	0.4%	5%	3%	-5%
CCOC(=O)c1c(C)[nH]c(C(=O)CSc2nnnn2-c2ccccc2)c1C	6%	0.3%	2%	-4%	1%
CCN(CC)c1ccc2c(O)cc(=O)oc2c1	9%	1.7%	-2%	1%	7%
N#C/C(=C\C=C\c1ccccc1[N+](=O)[O-])C(=O)NC1CCCCC1	?	17µM*	-25%	11%	10%
Later entries
SMILES	M. tuberculosis	VEEV TC-83 Vero	Salmonella PhoP GFP	influenza NS1A	M. tuberculosis HTS	others
O=C(CCS(=O)(=O)c1ccc(Br)cc1)Nc1ccc(Br)cc1F	-13%	i	1%	-11%	5%
Cc1csc2nc(CNS(=O)(=O)c3ccc4c(c3)CCCC4)cn12	-27%	i	-4%	-7%	-5%
Cc1ccc(C)n1-c1ncn[nH]1	-3%	1.3%	-6%	4%	-1%
Cc1ccccc1OCC(=O)N/N=C/c1ccco1	-10%	1.7%	-3%	15%	0%
Cc1cc(C)n(CC(=O)NCc2ccccc2)c(=O)c1C#N	-8%	0.7%	-1%	-5%	1%
CCOC(=O)CNC(=O)C1Cc2ccccc2CN1S(=O)(=O)c1cccs1 (stereo not drawn)	9%	0.4%	0%	1%	-5%
COc1ccccc1NC(=O)Cc1nnc(SCC(=O)NC2CCCCC2C)n1C (stereo not drawn)	-9%	1.4%	3%	-5%	-2%
CCc1nn(CC(=O)N2CCC(C(N)=O)CC2)c(=O)c2cc3occc3n12	8%	2.9%	1%	-4%	5%
CCCC(=O)Nc1cccc(Oc2ccc3c(c2)C(=O)NC3=O)c1	-23%	1.2%	0%	-7%	0%
CCN(CC)CCn1c(=N)n(CC(O)COc2ccccc2)c2ccccc21 (stereo not drawn)	11%	i	15%	-6%	1%
O=C(CSc1nc2ncccc2[nH]1)Nc1c(F)cc(F)cc1Br	-19%	2.1%	10%	-7%	1%
CCCC[C@@H]1CNCCN1CCCc1cc(OC)c(OC)c(OC)c1	2%	0.0%	8%	-1%	4%
CC(C)N1CC(C(=O)O)CC1=O (stereo not drawn)	7%	0.7%	1%	-6%	1%
COc1ccc(N2CCOCC2)c(NC(=O)c2cccnc2)c1	-10%	1.9%	-2%	16%	-23%
COCCn1c(-c2ccc(C)cc2)nc2c(c(=O)c3ccccc3n2C)c1=O	.	1.1%	.	4%	.
O=C(CSc1nc2ccccc2o1)Nc1nc2c(s1)CCCC2	.	12%	.	0%	.
CC(=O)NC1CC2CCCC(C1)N2C(=O)Nc1cccc(C(C)=O)c1 (stereo not drawn)	.	0.4%	.	1%	.
Cc1ccc(NC(=O)c2cc(-c3ccc(C)c(C)c3O)n[nH]2)cc1C	6%	1.2%	15%	5%	-2%
N#CCC(=O)N/N=C\c1cccc(OC/C=C/c2ccccc2)c1	43%	7.0%	-5%	-7%	-4%
O=C1CN=C(c2ccc(Br)cc2)c2c(sc3c2CCCC3)N1CCN1CCCCC1	43%	2.8%	2%	8%	7%
O=C(Nc1ccc(NC(=O)c2cccs2)cc1)c1ccc2c(c1)OCCO2	-1%	1.0%	6%	-8%	6%
CC1=CC(C)(C)Nc2ccc(OC(=O)CN3C(=O)CCC3=O)cc21	74%	i	2%	25%	-8%
CC(C)NC(=O)COC(=O)/C=C/c1ccc(F)cc1	4%	i	-6%	-1%	0%
CC(=O)Nc1nc(N2C(=O)c3ccccc3C2=O)n(-c2ccccc2)n1	-5%	i	0%	-10%	7%
Cc1cc(C)n(C2CC(=O)N(c3ccc(C)c(Cl)c3)C2=O)n1 (stereo not drawn)	-7%	0.7%	-2%	9%	8%

Among those listed so far, these have fluorine:
SMILES	M. tuberculosis	VEEV TC-83 Vero	Salmonella PhoP GFP	influenza NS1A	M. tuberculosis HTS	others
O=C(CCS(=O)(=O)c1ccc(Br)cc1)Nc1ccc(Br)cc1F	-13%	i	1%	-11%	5%
O=C(CSc1nc2ncccc2[nH]1)Nc1c(F)cc(F)cc1Br	-19%	2.1%	10%	-7%	1%
CC(C)NC(=O)COC(=O)/C=C/c1ccc(F)cc1	4%	i	-6%	-1%	0%

Random excerpt: 6 records from the list, in no set order.
SMILES	M. tuberculosis	VEEV TC-83 Vero	Salmonella PhoP GFP	influenza NS1A	M. tuberculosis HTS	others
CC(C)N1CC(C(=O)O)CC1=O (stereo not drawn)	7%	0.7%	1%	-6%	1%
Cc1csc2nc(CNS(=O)(=O)c3ccc4c(c3)CCCC4)cn12	-27%	i	-4%	-7%	-5%
CC1=CC(C)(C)Nc2ccc(OC(=O)CN3C(=O)CCC3=O)cc21	74%	i	2%	25%	-8%
O=C(CSc1nc2ncccc2[nH]1)Nc1c(F)cc(F)cc1Br	-19%	2.1%	10%	-7%	1%
COc1ccc(N2CCOCC2)c(NC(=O)c2cccnc2)c1	-10%	1.9%	-2%	16%	-23%
COCCn1c(-c2ccc(C)cc2)nc2c(c(=O)c3ccccc3n2C)c1=O	.	1.1%	.	4%	.

The results go on:
SMILES	M. tuberculosis	VEEV TC-83 Vero	Salmonella PhoP GFP	influenza NS1A	M. tuberculosis HTS	others
CC1CNCCN1c1ccc(Cl)cc1 (stereo not drawn)	.	8.0%	.	6%	.
CCn1c(N2CCN(S(=O)(=O)c3ccc(OC)cc3)CC2)nc2ccccc21	43%	1.0%	0%	0%	4%
CC1CC(C)CN(CCCNC(=O)CCNC(=O)Cn2cnc3ccccc3c2=O)C1 (stereo not drawn)	-15%	0.5%	7%	4%	-1%
COc1ccc(C(=O)COC(=O)CCn2nnc(-c3cccc(O)c3OC)n2)cc1	57%	0.7%	3%	-2%	4%
CC(O)COc1ccc(/C(=N/O)c2ccccc2)cc1 (stereo not drawn)	-3%	4.5%	5%	2%	5%
Cc1cccc(C)c1NC(=O)CN(C)C(=O)CC1CC2CCC1C2 (stereo not drawn)	-2%	1.9%	.	-5%	-7%
CSc1nc(N)nc2c1ncn2CC(=O)NCC1CCCO1 (stereo not drawn)	-4%	0.6%	.	-13%	0%
CCCc1c(C(=O)Nc2ccc(OC)cc2)cnn1-c1ccccc1	8%	3.8%	2%	8%	1%
C/C(=N/NC(=O)c1ccc2c(c1)OCO2)c1cccc([N+](=O)[O-])c1	-9%	1.3%	-9%	-11%	1%
Cc1c(F)cccc1NC(=O)CCCCCC1NC(=O)NC1C (stereo not drawn)	-5%	0.0%	5%	1.2µM*	7%
CC1(C)Cc2c(C#N)c(SCC(=O)c3ccccc3)nc(N3CCOCC3)c2CO1	-5%	6.8%	12%	2%	2%
NC(N)=NN=C1CCC(c2ccccc2)CC1 (stereo not drawn)	21%	1.2%	-7%	9%	0%
CN1C(=O)/C(=C/c2ccccc2OCc2cccc(F)c2)NC1=S	-9%	0.0%	-6%	7%	9%
CCOc1ccc(NC(=O)Nc2cccn(Cc3ccccc3)c2=O)cc1	20%	1.3%	-26%	0%	11%
Cc1ccc(-n2c(=O)c3sccc3n(Cc3cc(=O)n4ccccc4n3)c2=O)cc1	-21%	i	-12%	23%	5%
NCCOc1ccccc1Cc1ccccc1	12%	i	4%	9%	3%
COC1=C/C(=C/c2c(N)n3nc(CC(=O)N4CCOCC4)sc3nc2=O)C=CC1=O	10%	3.8%	8%	6%	-5%
O=C(CSc1nc2ccc(N3CCOCC3)cc2c(=O)n1CCc1ccccc1)NCC1CCCO1 (stereo not drawn)	17%	8.6%	2%	-1%	-4%
NS(=O)(=O)c1ccc(NC(=O)c2ccc3nccnc3c2)cc1	-5%	i	-7%	.	-1%
CCOC(=O)c1cnc2c(C(F)(F)F)cccc2c1N1CCOCC1	2%	6.0%	2%	-2%	1%
Cc1c(C(=O)NC(=S)NCC(C)C)oc2ccccc12	-2%	0.9%	-4%	-5%	-6%
Nc1ccc(C(=O)NC23CC4CC(CC(C4)C2)C3)cc1	25%	1.4%	-3%	-2%	-4%
COc1ccc(NC(=O)NC2(C)CCS(=O)(=O)C2)cc1 (stereo not drawn)	.	0.1%	.	5%	.
CC(=O)C[C@H](O)CC(=O)[C@H]1OC(=O)CCCCCc2ccccc21	-12%	i	.	-3%	4%
COC(=O)c1sccc1-n1cccc1C(=O)C(=O)Nc1ccc(F)cc1	33%	6.3%	-11%	1%	9%
(more compounds)
SMILES	M. tuberculosis	VEEV TC-83 Vero	Salmonella PhoP GFP	influenza NS1A	M. tuberculosis HTS	others
Nc1cnnc(N/N=C\c2ccccc2)c1Cl	0%	1.9%	3%	14%	4%
O=c1c2c(nc3c(-c4ccc(Cl)cc4)c[nH]n13)CCC2	4.2µM*	11%	9%	-15%	-5%
O=C(COC(=O)c1ccc(-c2cnc3ccccc3n2)cc1)c1ccccc1	33%	1.5%	-10%	1%	1%
COc1ccc(NC(=O)C(=O)c2cn(CC(=O)N3CCCC3)c3ccccc23)cc1OC	8%	10%	-12%	11%	4%
Clc1ccccc1-c1nnc2n1CCCCC2	-9%	1.0%	2%	2%	-3%
COc1ccccc1NS(=O)(=O)c1ccc(C(N)=O)cc1	-3%	0.1%	-9%	1%	7%
O=C(/C(=C/O)N=Nc1cccc(C(F)(F)F)c1)c1ccccc1	?	i	-10%	9%	?	VEEV TC-83 Vero 10K pilot screen=0.6
Cc1ccc(C(=O)Nc2nnn(C)n2)cc1	-10%	0.6%	3%	0%	-6%
Cc1nc(SCc2c(F)cccc2Cl)c2c(=O)n(C)c(=O)n(C)c2n1	-13%	i	7%	23%	-6%
CCOc1ccccc1N(CC(=O)N1CCC(C(N)=O)CC1)S(=O)(=O)c1ccc(SC)cc1	17%	6.1%	-6%	-15%	4%
Cc1ccc(-c2cc(C(=O)N3CCCC(C(F)(F)F)C3)c3ccccc3n2)o1 (stereo not drawn)	60%	7.7%	-4%	-6%	-5%
O=c1[nH]c(-c2ccccc2)cs1	-3%	0.0%	-6%	-8%	-7%
Cc1nnc(SCc2cc(=O)oc3ccc4ccccc4c23)n1Cc1ccccc1	?	6.4%	-11%	2%	3%
CCOCCCNCc1cn(-c2ccc(F)cc2F)nc1-c1ccccc1C	28%	i	10%	11%	2%
CCN(CC)CCCNC(=O)c1oc2ccc(S(=O)(=O)N3CC(C)CC(C)C3)cc2c1C (stereo not drawn)	12%	47%	4%	-2%	-11%
